RAD54 inh = inhibitors of human RAD54 branch migration, primary screen, biochemical, fluorescence, single point | DNA repair and recombination protein RAD54-like (Homo sapiens), Q92698 | RAD54 Holliday junction branch migration, FAM/BHQ fluorescence | inhibition, % at 10.4 µM | hit rate 0.14% among 360,000 | AID 602329, 2012;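 active means mean normalized replicate activity at least 40 and at least half of replicates scoring 40 or more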;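 further: 0% = median of neutral control wells and 100% = median of positive control wells; inhibitors cause a drop in the FAM fluorescence signal; in these data hits start at about 50%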
esBAF inh = Bmi1 luciferase reporter increase in mESCs, primary screen, esBAF inhibitor project, mouse ES cells, Bmi1 luciferase knock-in, single point. reporter increase, % at 12.5 µM. AID 602393, 2012. hit rate 2% among 350,000. 24 h; 100% = twice the neutral-well signal; in the data active means activation above about 40%;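 further: 0% = median of the plate's neutral control wells and 100% = double that signal; a rise in the Bmi1 reporter signal indicates esBAF inhibition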
ERp5 block = inhibitors of ERp5-driven insulin aggregation, primary screen, biochemical, turbidity, absorbance 650 nm, single point; hit rate 0.05% among 350,000; 90 min; AID 651711, 2012; inhibition, % at 9.99 µM; Protein disulfide-isomerase A6 (Homo sapiens), Q15084;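 active means mean replicate inhibition above about 25%, with every replicate also reaching it, limit read from the data, passing the limit was not always enough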
Target sequence (Q15084 whole entry, looked up): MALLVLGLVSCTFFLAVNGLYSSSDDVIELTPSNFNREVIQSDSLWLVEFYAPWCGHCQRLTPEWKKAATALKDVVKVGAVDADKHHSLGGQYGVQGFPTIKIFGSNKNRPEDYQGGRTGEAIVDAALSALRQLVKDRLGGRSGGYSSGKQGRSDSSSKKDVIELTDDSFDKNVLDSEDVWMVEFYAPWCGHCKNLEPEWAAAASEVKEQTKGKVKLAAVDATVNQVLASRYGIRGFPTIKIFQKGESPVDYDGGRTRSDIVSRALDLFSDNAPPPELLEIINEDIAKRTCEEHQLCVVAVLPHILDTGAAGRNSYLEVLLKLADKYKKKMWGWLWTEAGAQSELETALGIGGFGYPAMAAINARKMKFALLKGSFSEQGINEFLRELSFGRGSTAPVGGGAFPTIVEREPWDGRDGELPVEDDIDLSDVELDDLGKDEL
RAD52 anneal inh = RAD52 DNA annealing inhibitors, primary screen, biochemical, FRET, single point, set 2 | DNA repair protein RAD52 homolog (Homo sapiens), P43351 | recombinant RAD52 DNA annealing, FRET fluorescence | inhibition, % at 18.7 µM | hit rate 0.46% among 360,000 | AID 651710, 2012;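 active means every replicate showing at least 50% inhibition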
E-sel inducer = E-selectin induction in HUVECs, primary screen, imaging, HUVEC, immunofluorescence imaging, single point. P16581. normalized: neutral wells 0, TNF-alpha wells 100. activation, % at 7.58 µM. hit rate 0.37% among 260,000;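 active means mean E-selectin-positive cell signal at least 10% of the positive control, reached in at least 60% of replicates, without over 20% cell loss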;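 further: in these data hits start at about 27%; measured in HUVEC primary endothelial cells; signal is the percent of cells scored E-selectin positive by PE staining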
Target sequence (P16581 whole entry, looked up): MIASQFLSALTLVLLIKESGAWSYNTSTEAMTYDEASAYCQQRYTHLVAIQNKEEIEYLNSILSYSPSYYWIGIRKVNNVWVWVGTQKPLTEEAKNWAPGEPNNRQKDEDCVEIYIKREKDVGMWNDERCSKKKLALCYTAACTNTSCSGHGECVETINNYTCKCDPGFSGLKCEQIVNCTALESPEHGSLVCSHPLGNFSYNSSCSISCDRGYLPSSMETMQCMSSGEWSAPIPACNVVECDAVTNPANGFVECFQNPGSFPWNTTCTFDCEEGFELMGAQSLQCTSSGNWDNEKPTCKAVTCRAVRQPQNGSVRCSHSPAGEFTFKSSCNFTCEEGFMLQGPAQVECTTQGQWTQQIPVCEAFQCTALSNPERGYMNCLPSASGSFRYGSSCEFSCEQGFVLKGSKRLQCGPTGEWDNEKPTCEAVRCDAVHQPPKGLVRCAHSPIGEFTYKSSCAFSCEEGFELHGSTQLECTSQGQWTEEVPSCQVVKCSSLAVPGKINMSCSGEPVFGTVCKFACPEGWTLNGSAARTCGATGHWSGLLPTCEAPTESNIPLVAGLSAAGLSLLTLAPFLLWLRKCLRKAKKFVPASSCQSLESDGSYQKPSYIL
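Material: HUVEC primary endothelial cells; Amount: 3,000 cells per well; Dosing: single concentration; Medium: EGM-2 growth medium on 0.1% gelatin-coated wells; Read-out basis: percent E-selectin-positive cells; Signal: immunofluorescence imaging; Control set: TNF-alpha, DMSO.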
S100A4 inh HTS = inhibitors of S100A4-myosin IIA peptide binding, primary screen, biochemical, fluorescence polarization, TAMRA-MyoIIA peptide; inhibition, % at 10.7 µM; hit rate 0.14% among 360,000; AID 652163, 2013; Protein S100-A4 (Homo sapiens), P26447;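 active means mean inhibition of at least 70% across replicates, with every replicate also reaching that level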
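Test system: S100A4 monomer protein. Medium: HEPES buffer with Ca2+, pH 7.2. Reagent: fluorescent myosin IIA peptide, 5 nM. Compound dosing: single-point compound testing. Timing: 5 min between mix addition and reading. Benchmarks: DMSO neutral and TFP positive wells.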
ERAP1 HTS inh = human ERAP1 aminopeptidase inhibitors, primary screen, biochemical, single point, plate reader. Endoplasmic reticulum aminopeptidase 1 (Homo sapiens), Q9NZ08. inhibition, % at 10.7 µM. recombinant ERAP1, Leu-AMC fluorescence, 60 min. hit rate 0.15% among 340,000;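 active means mean replicate inhibition of at least 30%, or all replicates individually reaching that 30% level; inactive means mean below 30% and not every replicate reaching it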;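 further: 0% = neutral control wells and 100% = L-leucinethiol positive control wells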
Xi reactivation = activators of inactive X chromosome reactivation, primary screen, imaging, XiGFP fibroblasts, GFP high-content imaging, set 2 | XiGFP mouse fibroblasts, % GFP-positive cells imaging, 3 d; cells co-treated with 5-aza-dC sensitizer; scaled so ellipticine positive control = 100% | activation, % at 7.58 µM | hit rate 0.055% among 360,000;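 active means mean normalized replicate activation at least 10% and every replicate at or above 10%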;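 further: 0% = median of on-plate neutral control wells and 100% = ellipticine 6 µM median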
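System: 68-5-11 XiGFP fibroblast line | Buffer or medium: DMEM containing 5-aza-dC | Compound: Single point | Times: Compounds 3 days, fix/stain 15 min at room temperature | Benchmarks: Positive control ellipticine, 6 µM final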
* hit, by the source's call; . = no result given.

SMILES | RAD54 inh | esBAF inh | ERp5 block | RAD52 anneal inh | E-sel inducer | S100A4 inh HTS | ERAP1 HTS inh | Xi reactivation
COc1ccc(NC(=O)Nc2cccc3c2O[C@H](CN(C)Cc2ccc(Oc4ccccc4)cc2)[C@H](C)CN([C@@H](C)CO)C3=O)cc1 | 0 | 4 | 0 | -26 | . | -7 | 0 | -0.5
Cc1noc(C)c1S(=O)(=O)N(C)C[C@H]1Oc2ccc(NC(=O)Cn3cnnn3)cc2CC(=O)N([C@@H](C)CO)C[C@@H]1C | -8 | 0 | -5 | 8 | -8.5 | -2 | 0 | 0.1
CCCNC(=O)Nc1ccc2c(c1)OC[C@H](C)N(C(=O)c1ccccc1F)C[C@H](C)[C@@H](OC)CN(C)C2=O | . | . | 7 | 18 | 0.0 | 8 | 1 | -0.1
Cc1ccc(NC(=O)COC(=O)CSCC(=O)Nc2cc(C)on2)c(C)c1 | 6 | -1 | 2 | -3 | -0.2 | -8 | 2 | -0.2
COc1cccc(/C=C/C(=O)OCC(=O)Nc2ccc(Cl)c(S(=O)(=O)N(C)C)c2)c1 | . | . | -2 | -13 | . | -13 | 0 | 0.0
O=C(Cn1nc(-c2cccc(Cl)c2)ccc1=O)Nc1ccc(C(=O)NC2CC2)cc1 | -7 | -5 | 5 | -8 | 2.5 | -10 | 0 | -0.1
Cc1ccc(NC(=S)NC(=O)C2CCCCC2)c(Br)c1 | -7 | 63* | -8 | -3 | 0.1 | -4 | -1 | -0.1
Cn1nnc(NC(=O)/C=C/c2ccco2)n1 | 2 | . | 4 | -11 | . | 2 | . | 0.0
CC(=O)Nc1cc2c3ccccc3n(C)c2cc1[N+](=O)[O-] | 10 | -1 | 9 | -9 | 0.1 | -2 | 1 | 0.1
CNC[C@@H]1Oc2ccc(NC(=O)C3CCCCC3)cc2C(=O)N([C@@H](C)CO)C[C@H]1C | 7 | -2 | -2 | 13 | -0.6 | -1 | 1 | -1.1
O=C(c1cccc([N+](=O)[O-])c1)N1CCN(S(=O)(=O)/C=C/c2ccccc2)CC1 | -18 | 2 | -16 | -2 | 0.2 | 1 | -1 | 0.3
OCCN(/C=N/c1nc(-c2ccc(Br)cc2)cs1)CCO | -4 | 41* | -5 | 5 | . | 2 | 3 | .
COc1cc(CNCc2ccc(Br)cc2)cc(OC)c1 | -4 | 9 | 7 | -10 | . | -6 | 1 | 0.0
CC1Oc2ccccc2OC1(O)c1ccccn1 (configuration not stated) | . | . | -1 | -5 | . | -5 | 1 | 0.0
C[C@@H]1CN([C@H](C)CO)C(=O)c2cc(NS(=O)(=O)c3cn(C)cn3)ccc2O[C@@H]1CN(C)C(=O)NC1CCCCC1 | -19 | 2 | 5 | 3 | -0.2 | -8 | 1 | 0.0
CNC(=O)N(O)C1N(/N=C/c2cc(Br)ccc2O)C(=S)SC1(C)C (configuration not stated) | -11 | 6 | 2 | -15 | -0.2 | -3 | 0 | 0.1
COc1ccc(NC(=O)c2cncc(Br)c2)cc1S(N)(=O)=O | -10 | -3 | 2 | 4 | 0.3 | 0 | -1 | 0.0
Cc1ccc(S(=O)(=O)Nc2ccc3c(c2)C(=O)N([C@@H](C)CO)C[C@@H](C)[C@H](CN(C)C(=O)CCC(F)(F)F)OCCCC[C@@H](C)O3)cc1 | -7 | 4 | 2 | 11 | . | 6 | 0 | 0.0
N#Cc1ccc(-c2ccc3c(c2)[C@H]2[C@H](CCN2C(=O)c2ccc(F)cc2)[C@H](CO)N3)cc1 | -3 | 4 | . | . | 0.8 | . | . | 0.1
COc1ccc(C(=O)N(C)Cc2ccc(C)o2)cc1OC1CCN(C(C)C)CC1 | -18 | -7 | -8 | -4 | . | -4 | 1 | 0.3
CCc1ccc(NC(=O)C2CCN(S(=O)(=O)c3cnc[nH]3)CC2)cc1 | -7 | 8 | 2 | 5 | . | 0 | -3 | 0.0
NC(=O)[C@H]1[C@@H]2C(=O)O[C@@H](c3ccccc3)[C@@H](c3ccccc3)N2[C@@H](c2ccccc2OCCO)[C@]12C(=O)Nc1ccccc12 | -3 | . | -4 | 28 | . | -3 | -1 | .
Cc1ccsc1C(=O)NNC(=O)c1ccc(NS(=O)(=O)c2cccs2)cc1 | -8 | -7 | -3 | -57 | 0.7 | 5 | -14 | 0.2
Cc1cc(C(=O)OCC(=O)NCc2cccs2)c2ccccc2n1 | . | . | -5 | -14 | 0.8 | -3 | 7 | 0.0

Retrieved by structure from above, two records:
SMILES | RAD54 inh | esBAF inh | ERp5 block | RAD52 anneal inh | E-sel inducer | S100A4 inh HTS | ERAP1 HTS inh | Xi reactivation
COc1ccc(NC(=O)c2cncc(Br)c2)cc1S(N)(=O)=O | -10 | -3 | 2 | 4 | 0.3 | 0 | -1 | 0.0
CCc1ccc(NC(=O)C2CCN(S(=O)(=O)c3cnc[nH]3)CC2)cc1 | -7 | 8 | 2 | 5 | . | 0 | -3 | 0.0

Further results follow.
SMILES | RAD54 inh | esBAF inh | ERp5 block | RAD52 anneal inh | E-sel inducer | S100A4 inh HTS | ERAP1 HTS inh | Xi reactivation
CC(C)NC(=O)Nc1ccc2c(c1)C(=O)N([C@H](C)CO)C[C@H](C)[C@H](CN(C)Cc1ccc(Cl)c(Cl)c1)OCCCC[C@@H](C)O2 | 1 | 3 | 0 | -4 | . | 0 | 0 | 0.0
Cc1cc(C)cc(N(C(C)C(=O)N2CCCC2)S(C)(=O)=O)c1 (configuration not stated) | 5 | -8 | 3 | -4 | 0.1 | 2 | -2 | 0.0
COc1ccc(S(=O)(=O)Nc2cccc3c2O[C@@H](CN(C)S(C)(=O)=O)[C@@H](C)CN([C@H](C)CO)C3=O)cc1 | -5 | -5 | 9 | -8 | 18 | 5 | 1 | -0.1
CCOc1ccc(N2C(=O)CC(NCC3CCCO3)C2=O)cc1 (configuration not stated) | -1 | -1 | 4 | -2 | . | 0 | 22 | -0.1
CCOC(=O)C1CCN(C(=O)Cn2nc(C)n3c(cc4cc(C)ccc43)c2=O)CC1 | 4 | 6 | -2 | 2 | . | 3 | 1 | 0.1
O=C(COc1ccc(-n2cnnn2)cc1)Nc1ccccc1Cl | -1 | -1 | 1 | -10 | . | -10 | 1 | 0.3
Cc1ccc(S(=O)(=O)Nc2ccc3c(c2)C(=O)N([C@@H](C)CO)C[C@H](C)[C@@H](CN(C)C(=O)Nc2cccc4ccccc24)O3)cc1 | -4 | -6 | 7 | -1 | -0.3 | 4 | -1 | -0.3
C[C@H](CO)N1C[C@H](C)[C@H](CN(C)Cc2ccncc2)Oc2ccc(NC(=O)CCC(F)(F)F)cc2C1=O | -2 | -2 | -3 | 11 | -1.3 | . | . | -0.1
CN(CCC#N)C(=O)COC(=O)c1ccc2[nH]c3c(c2c1)CCCC3 | . | . | 14 | -6 | . | -6 | 0 | 0.0
C[C@@H]1CN([C@H](C)CO)C(=O)Cc2cc(NC(=O)Cc3ccccc3)ccc2O[C@H]1CN(C)S(=O)(=O)c1ccc(F)cc1 | -2 | -3 | 2 | -1 | 0.4 | -1 | 0 | 0.1
Cc1noc(C)c1NC(=O)Nc1ccc2c(c1)CC(=O)N([C@@H](C)CO)C[C@@H](C)[C@@H](CN(C)C(=O)Nc1ccc3c(c1)OCO3)O2 | 2 | 4 | 1 | 13 | 0.0 | 9 | -3 | -0.1
Clc1ccc2c(N3CCOCC3)ccnc2c1 | 1 | -3 | 3 | 7 | . | 0 | 0 | 0.0
CC(=O)N1CC[C@H]2[C@H](CO)Nc3ccc(C#Cc4ccccc4F)cc3[C@H]21 | . | . | -1 | -13 | 0.4 | 1 | 0 | 0.5
CCC1(CC)NC(=O)N(CC(=O)OCC(=O)Nc2sccc2C#N)C1=O | . | . | 1 | -14 | 0.1 | -4 | -6 | -0.1
CCOc1ccc(CC(C(N)=O)C(N)=O)cc1 | 3 | -6 | 0 | -4 | . | -5 | -1 | 0.1
O=C(NC1CCCCC1)N1CC(=O)N2[C@H](C1)[C@H](c1ccc(-c3ccccc3)cc1)[C@@H]2CO | . | . | -1 | 0 | 0.1 | -3 | -1 | 0.0
Cc1ccc(S(=O)(=O)N(CC(=O)NCc2ccco2)c2ccccc2C)cc1 | -2 | -7 | -6 | -5 | . | -3 | -3 | 0.0
O=C(NCc1ccco1)c1sc2cc(F)ccc2c1Cl | -2 | 53* | -3 | -57 | . | 0 | 1 | .
COc1cc2c(cc1O)C=[N+](Cc1cccc(OC(F)(F)F)c1)CC2 | -10 | . | 0 | 10 | . | -2 | 6 | .
Cc1cnc(C(=O)NCc2ccc(Cl)cc2Cl)cn1 | . | . | -4 | -4 | . | 2 | 1 | 0.1
CC(=O)Nc1ccc(C2=NNC(=NCC3CCCO3)SC2)cc1 (configuration not stated) | -7 | . | 4 | -6 | . | -4 | 3 | 0.0
O=C(Nc1ccnn1C1CCN(Cc2ccc(CO)o2)CC1)c1ccccc1Cl | -6 | -8 | 2 | 2 | . | -5 | 1 | 0.0
COc1cccc(CNC(=O)COC(=O)/C=C/c2ccc(SC)cc2)c1 | 0 | -4 | -1 | -9 | . | 6 | 2 | -0.4
CCCC(=O)Nc1ccc2c(c1)C(=O)N(C)[C@H]1CC[C@H](CC(=O)Nc3ccccc3OC)O[C@@H]1CO2 | 7 | 1 | . | . | 0.0 | . | . | 0.1
Cc1cc(C)n(-c2ccc(Cl)c(Cl)c2)n1 | 13 | 0 | 8 | -7 | . | 4 | -3 | -0.1
O=C(c1cc(-c2cccc(Cl)c2)nc2ccccc12)N1CCCC1 | -8 | . | -2 | -25 | -1.0 | 0 | 2 | 0.2
Cc1ccc(NC(=O)[C@H](Cc2c[nH]c3ccccc23)NC(=O)[C@@H]2Cc3ccccc3CN2)c(C)c1 | -3 | 10 | 4 | -15 | . | -2 | 0 | .
CN(c1ccccc1)S(=O)(=O)c1nnc(NC(=O)COc2ccccc2F)s1 | 5 | -3 | -2 | -27 | 0.1 | -1 | -2 | 0.0
CC(C)NC(=O)N(C)C[C@H]1OCCCC[C@@H](C)Oc2ccc(NS(=O)(=O)c3ccc(F)cc3)cc2C(=O)N([C@@H](C)CO)C[C@@H]1C | -1 | -7 | 3 | -8 | 0.0 | 1 | 1 | -0.1
COc1cccc(Cn2nnc(C(=O)NCc3ccc(F)cc3)c2N)c1 | -2 | -5 | 6 | -11 | 0.0 | -3 | 1 | 0.3
COc1ccc(C(=O)Nc2ccc3c(c2)OC[C@@H](C)N(C(C)=O)C[C@@H](C)[C@@H](OC)CN(C)C3=O)cc1 | -2 | 0 | 3 | 13 | 0.1 | -1 | 3 | -0.1
CCOC(=O)C1=NN(C(C)=O)C2(CC(=O)N(c3cccc(C)c3)C2=O)C1 (configuration not stated) | . | . | -1 | -15 | -0.1 | 4 | 1 | 0.2
C=CCOC(=O)C1=C(C)NC(SCC(=O)Nc2nccs2)=C(C#N)C1c1ccc(Cl)cc1 (configuration not stated) | -9 | . | 5 | -37 | . | -3 | 8 | .

Assay outcomes: PubChem, Broad Institute
